Source: PubChem (National Center for Advancing Translational Sciences (NCATS))
LDHA inh = qHTS assay for inhibitors of human lactate dehydrogenase | L-lactate dehydrogenase A chain (Homo sapiens), P00338 | AID 1347041, 2019 | activity change, % (values are at about 110 or 230 µM) | 480,000 compounds, 0.15% hits | purified LDHA, NADH/diaphorase-resazurin fluorescence; active compounds read low; in the data active means activity change below about -30%; inconclusive means mostly about -25% to -30%;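 further: plate controls were DMSO wells for no effect and wells without enzyme for full effect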
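Enzyme activity of human lactate dehydrogenase 5 (2 nM; 0.06 mM NADH, 0.2 mM pyruvate, 5 min, RT) is measured via a resazurin/diaphorase fluorescence readout of residual NADH.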
ERG Ets-DNA blk = qHTS for Small Molecule Inhibitors of the ERG Ets/DNA interaction; fluorescence polarization, His-ERG Ets domain / labelled DNA; 370,000 compounds, 0.028% hits; Potency, µM (series often up to 76.9 µM), without a hit: at the highest dose FP activity, negative = inhibition, hits mostly inhibitors; active means well fitted inhibition curve with a large enough effect in the polarisation, with a control signal flat; inconclusive means small, poorly fitted or top-dose-only effect, or effect the other way, or a change in a side signal; inactive means no such curve, though single readings can be large or run the other way; the % refers to the polarisation;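 further: polarization taken with two DNA probes labelled with fluorescein and Texas red; potency means the concentration at half of the fitted maximal effect; % of control where 0% means no effect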
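His-tagged ERG Ets domain (1 uM in the protein solution; 300mM KCl, 50mM Tris-HCl, 1mM EDTA, 1mM DTT, pH 7.5) received compound, then a probe mix of 5 nM fluorescein-DNA and 100nM Texas-615-DNA. Fluorescence polarization was read for both dyes.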
Vif-APOBEC3F blk = qHTS for Inhibitors of Vif-A3F Interactions: qHTS; HeLa A3F-eYFP + Vif (tagged APOBEC3F with the HIV-1 protein that degrades it), YFP fluorescence increase; Potency, µM (series often up to 46.1 µM), for inactives: at the top dose activity, negative = active; 390,000 compounds, 0.2% hits; further: potency means the concentration at half of the fitted maximal effect; % of control where 0% means no effect; nearly all actives have a fitted effect of over 65% in size
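HeLa cells stably expressing Vif plus C-terminally eYFP-tagged A3F were seeded, incubated overnight at 37 deg C, dosed with compound, incubated overnight again at 37 deg C. Yellow fluorescence (Ex 488/Em 500-530) reported blocked Vif-mediated A3F-eYFP degradation.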
D2 ag = HTS Assay for Allosteric Agonists of the Human D2 Dopamine Receptor: Primary Screen for Agonists; D(2) dopamine receptor (Homo sapiens), P14416; HEK293 T-REx D2 cells, calcium flux agonist mode; activation, % at 2 µM; 340,000 compounds, 0.53% hits;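 active means activation over 3 SD above normal in the single-dose calcium agonist read, cut at about 30% in these data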; further: 0% is about no effect
Target sequence (P14416 whole entry, looked up): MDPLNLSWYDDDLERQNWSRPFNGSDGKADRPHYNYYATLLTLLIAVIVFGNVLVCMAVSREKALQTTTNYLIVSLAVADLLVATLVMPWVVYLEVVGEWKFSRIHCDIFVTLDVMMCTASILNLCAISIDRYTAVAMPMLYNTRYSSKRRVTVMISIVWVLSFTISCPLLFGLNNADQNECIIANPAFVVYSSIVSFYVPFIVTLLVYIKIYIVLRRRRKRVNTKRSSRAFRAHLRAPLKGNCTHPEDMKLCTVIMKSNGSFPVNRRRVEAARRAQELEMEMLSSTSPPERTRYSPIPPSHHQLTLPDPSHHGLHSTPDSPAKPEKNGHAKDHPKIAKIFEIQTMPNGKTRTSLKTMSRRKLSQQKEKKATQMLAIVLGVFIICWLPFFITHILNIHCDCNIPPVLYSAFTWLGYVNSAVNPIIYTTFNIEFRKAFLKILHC
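Calcium-flux readout, 1 cycle/sec over 180 s following compound pin transfer, in inducible HEK293 Trex D2 cells (force-coupled); dopamine controls included. Positive calcium responses during this window marked compounds as potential agonists.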
Glioma ERSR ind = qHTS for Inducers of the Endoplasmic Reticulum Stress Response (ERSR) in Human Glioma: qHTS; U87-MG GRP78 promoter luciferase reporter, 16 h; Potency, µM, for the others: at the highest dose activation, most hits filed as activators; 420,000 compounds, 0.02% hits; further: potency means the concentration at half of the fitted maximal effect; series mostly up to about 76 µM; % of control where 0% means no effect; nearly all actives have a fitted effect of over 35% in size
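Stably transfected U87-MG human glioma cells carrying a GRP78-based luminescent sensor were seeded at 1000 cells/well, pin-dosed with compounds and incubated 16 h. Luciferase reagent was then added, and end-point luminescence was read after 10 min at room temperature.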
RGS4 inhibitor = Inhibitors of Regulator of G Protein Signaling (RGS) 4: qHTS; Regulator of G-protein signaling 4 (Homo sapiens), P49798; Transcreener GDP fluorescence polarization, RGS4-accelerated GTP hydrolysis; Potency, µM (highest dose often 114 µM), for inactives: top-dose activity change, negative = inhibition, usual class: inhibitors; 390,000 compounds, 0.039% hits; further: potency means the concentration at half of the fitted maximal effect; on the % scale 0 is the no-effect control and ±100 the full control effect; nearly all actives have a fitted effect of over 75% in size; some results filed as inactive show a strong effect at the top dose
Target sequence (P49798 whole entry, looked up): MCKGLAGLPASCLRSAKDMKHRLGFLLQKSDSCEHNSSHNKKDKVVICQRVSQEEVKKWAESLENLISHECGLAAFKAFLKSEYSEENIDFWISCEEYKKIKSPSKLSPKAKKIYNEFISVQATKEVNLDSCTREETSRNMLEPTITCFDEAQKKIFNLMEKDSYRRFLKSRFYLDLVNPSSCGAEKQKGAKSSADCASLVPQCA
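MLSMR compounds (23 nl, pin-transferred) preincubated 10 min at room temperature with a 500nM (2x) first reagent, then RGS4 at 900nM (2x) plus Transcreener GDP mix added; fluorescence polarization (620/688 nm) read before and after 90 min at 30 °C.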
Vif-APOBEC3G blk = qHTS for Inhibitors of Vif-A3G Interactions: qHTS; HeLa A3G-eYFP + Vif (tagged APOBEC3G with the HIV-1 protein that degrades it), YFP fluorescence, overnight; Potency, µM (highest dose often 46.1 µM), inactives show at the top dose activity, negative = active, most hits filed as inhibitors; 410,000 compounds, 0.076% hits;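 further: potency means the concentration at half of the fitted maximal effect; on the % scale 0 is the no-effect control and ±100 the full control effect; nearly all actives have a fitted effect of over 60% in size; hits raise eYFP signal because A3G escapes Vif-driven loss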
Target sequence (Q9HC16 whole entry, looked up): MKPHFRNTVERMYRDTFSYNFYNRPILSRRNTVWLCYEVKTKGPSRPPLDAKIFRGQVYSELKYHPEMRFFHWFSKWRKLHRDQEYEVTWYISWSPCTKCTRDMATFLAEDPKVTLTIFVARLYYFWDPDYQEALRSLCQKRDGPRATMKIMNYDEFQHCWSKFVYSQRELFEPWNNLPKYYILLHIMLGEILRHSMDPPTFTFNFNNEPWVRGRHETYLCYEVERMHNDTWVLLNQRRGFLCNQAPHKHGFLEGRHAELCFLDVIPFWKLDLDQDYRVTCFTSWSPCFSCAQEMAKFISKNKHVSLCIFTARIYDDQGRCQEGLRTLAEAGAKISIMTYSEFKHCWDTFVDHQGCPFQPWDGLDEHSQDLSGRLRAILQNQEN
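HeLa cells stably expressing Vif and C-terminally eYFP-tagged A3G, seeded overnight at 37 deg C, then exposed to compound by pintool overnight at 37 deg C. Rise in yellow fluorescence (Ex 488/Em 500-530, Acumen) marks blocked Vif-driven A3G degradation.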
D2 antag = HTS Assay for Allosteric Antagonists of the Human D2 Dopamine Receptor: Primary Screen for Antagonists | D(2) dopamine receptor (Homo sapiens), P14416 | HEK293 TREx D2 cells, calcium flux, dopamine EC80 | inhibition, % at 10 µM | 340,000 compounds, 2% hits | AID 485344, 2010; in the data active means inhibition above about 30%; further: 0% is about no effect
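Calcium flux kinetic readout in an inducible HEK293 TREx D2 line plated overnight at 30 C. After 180 s compound exposure, an EC80 dopamine challenge follows with another 180 s kinetic read to detect antagonism.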
ALOX12 inh = Primary qHTS assay for inhibitors of human arachidonate 12S-lipoxygenase (ALOX12): Round 2. 580,000 compounds, 1.1% hits. Potency, µM (doses to about 108 µM), without a hit: top-dose activity change, negative = inhibition, usual class: inhibitors. AID 1671190, 2021. purified 12hLO, xylenol orange hydroperoxide absorbance; further: potency means the concentration at half of the fitted maximal effect; on the % scale 0 is the no-effect control and ±100 the full control effect
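Hydroperoxide product was detected by ferrous iron/xylenol orange as the 573 to 405 nm absorbance ratio. Arachidonic acid at 40 uM (final) was turned over for 30 min at room temperature by 150 nM human 12hLO, pH 7.0 Hepes buffer, after 15 min compound preincubation.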
Starred values were filed as active, the others as inactive; i = inactive; ? = inconclusive; · = no result given; & = joins results of further samples; [ ] = another dose, or the depositor's remark. Unless noted, the call rests on the fitted dose curve; in most records, active means well fitted curve in the direction sought with a large enough effect; inconclusive means small, poorly fitted or top-dose-only effect, or another doubt; inactive means no such curve, though single readings can be large; an effect the other way counts as inactive or inconclusive.

SMILES | LDHA inh | ERG Ets-DNA blk | Vif-APOBEC3F blk | D2 ag | Glioma ERSR ind | RGS4 inhibitor | Vif-APOBEC3G blk | D2 antag | ALOX12 inh
Cc1cc(C(=O)C(C(c2ccccc2)N2CCOCC2)N2CCOCC2)ccc1Cl (centres undefined) | -1 | -1% | -7% | · | -2% | 8% | 1% | · | -26%
CCN(CC)CCCNC(=O)Cn1cnc2sc(C)c(S(=O)(=O)N3CCC(C)CC3)c2c1=O | -14 | 1% | -1% | 1.6 | -6% | 7% | 2% | 16 | -5%
Cn1nc(C(=O)Nc2ccc(Cl)c(S(=O)(=O)N3CCOCC3)c2)c2ccccc2c1=O | 2 | 13% | 4% | 1.8 | -5% | -41% | 1% | -10 | i
CCOc1ccc(-c2csc(NC(=O)c3cccc(N4C(=O)CCC4=O)c3)n2)cc1 | -4 | 2% | -8% | -0.8 | -1% | -12% | -3% | -2 | 0%
Oc1ccc(Nc2nc(-c3cccnc3)cs2)cc1 | -10 | 2% | 0% | -3.3 | -3% | -10% | -17% | 3 | ·
Clc1cccc(-c2ccc(/C=N/n3cnnc3)o2)c1Cl | -3 | -7% | -7% | 0.8 | -2% | ? | -20% | -32 | 144%[activator]
COc1cc(S(=O)(=O)n2cnc3ccccc32)ccc1Br | -1 | 9% | 3% | 0.7 | -1% | 1% | 2% | -7 | 10%
CN1CCc2c1nc1ccccc1c2N=C1CCCN1Cc1ccccc1 | -1 | 0% | 0% | 0.1 | -6% | ? | 4% | 1 | ?
Cc1ccc2nc(N3CCN(C(=O)c4ccco4)CC3)c3nncn3c2c1 | -3 | -14% | 0% | -0.1 | -1% | -26% | 1% | 11 | -2%
O=C(Cc1nnc(NC(=O)c2ccccc2)s1)N/N=C/c1cccc(O)c1 | -9 | 10% | -8% | -1.4 | 0% | -4% | -5% | -20 | -20%
CC1(C)CC(=O)C=C(NCc2cccs2)C1 | -1 | -4% | 1% | -0.9 | -4% | 11% | 2% | -7 | -16%
Cc1ccc(C)c(NC(=O)Cn2cc(C(=O)c3ccncc3)c(=O)c3cc(F)ccc32)c1 | -2 | -7% | 1% | 1.2 | -3% | 7% | 11% | · | -27%
CCCCN(C)C(=O)c1cccc(OC2CCN(CC(C)(C)C)CC2)c1 | 0 | -10% | 2% | 1.3 | -7% | -10% | -1% | 67* | -4%
CCCCC(O)(CCCC)C(=O)N/N=C(\C)c1ccc(Cl)cc1 | -2 | 1% | 13% | -1.7 | -4% | -14% | -2% | -4 | 137%[activator]
CCC(C(=O)Nc1ccc(S(=O)(=O)N2CCN(C)CC2)cc1)c1ccccc1 (centres undefined) | -12 | 1% | 9% | · | -4% | 8% | 0% | · | ?
CC(C(=O)Nc1ccc(C#N)cc1)N(C)CC(=O)Nc1cccc(F)c1 (centres undefined) | -5 | -6% | 1% | 0.7 | -2% | 26% | 3% | 7 | 1%
CCN(CC(=O)Nc1c(F)cccc1F)C(=O)C1CCC1 | -4 | -12% | -8% | 0.8 | 0% | -17% | -1% | -6 | 7%
COc1ccc(CNC(=O)c2sc(=O)n(Cc3ccccc3C)c2C)cc1 | -5 | · | · | · | 2% | · | -4% | · | -5%
O=C(COC(=O)CSc1ccc([N+](=O)[O-])cc1)NCCC1=CCCCC1 | -5 | -3%[15.4 µM] | -15% | 0.9 | 0% | -20% | 1% | 18 | ?
N/C(=N\OC(=O)CCCOc1ccccc1)c1ccncc1 | -5 | 0% | 14% | -0.4 | -2% | 1% | -5% | -9 | -6%
OC(CCN1CCCC1)(c1ccccc1)C1CCCCC1 (centres undefined) | -7 | -2% | 5% | -3.3 | -3%&-5% | -8% | -1% | 3 | -11%
O=C(O)c1ccc(/C=N/N2CCN(Cc3ccccc3)CC2)cc1 | -1 | 4% | 3% | 0.8 | -5% | -15% | 3% | 7 | 17%
CC(C)(C)CN1CCN(Cc2c[nH]c3ccccc23)CC1CCO (centres undefined) | 0 | 10% | 9% | · | -6% | -19% | 1% | · | 3%
Cc1sc2ncnc(N3CCC(C(=O)Nc4ccc(Cl)c(Cl)c4)CC3)c2c1C | 0 | 7% | -4% | 0.3 | -3% | -28% | 4% | 19 | 38%[activator]
COCCN(C(=O)COC(=O)CCOc1ccccc1C)c1c(N)n(Cc2ccccc2)c(=O)[nH]c1=O | -5 | -1% | 7% | -0.7 | -3% | -18% | 1% | -11 | -1%
CCOCCCNC(=O)c1cc(=O)n(Cc2cccc(C)c2)c2ccccc12 | -7 | -21% | -14% | 1.6 | 2% | -40% | ? | 16 | -28%
C/C(=N\NC(=O)Cc1ccc(Br)cc1)c1cccnc1 | -3 | -9% | -6% | · | -3% | 2% | -1% | · | i
O=C(Cc1cccc2ccccc12)N/N=C/c1ccc2cccc(O)c2n1 | 10 | 11% | -16% | -0.6 | 0% | -13% | -9% | -5 | 6%
CCOC(=O)N/N=C(\C)c1ccc(Oc2ncccn2)cc1 | -2 | -7% | -1% | 0.7 | -3% | -1% | 0% | -8 | -6%
CC1CC2(CCCCC2)Nc2c1ccc1ccccc21 (centres undefined) | 12 | 6% | -10% | 0.0 | 15% | ? | -14% | 10 | 130%[activator]
CCN(CC)S(=O)(=O)c1ccc(F)c(C(=O)NCCC(C)C)c1 | 0 | -2% | -1% | 0.5 | -4% | -5% | 1% | -20 | 15%
CC(NC(=O)CNC(=O)c1ccco1)c1ccc(S(N)(=O)=O)cc1 (centres undefined) | -7 | 14% | -4% | 1.7 | -3% | 13% | 0% | 5 | -15%
Cc1ccc(OCc2cc(C(=O)NC(C)Cc3cccc(C)n3)no2)cn1 (centres undefined) | -11 | 2% | 2% | · | 1% | 21%[11.4 µM] | 2% | · | -13%
COc1ccccc1-c1nnc(NC(=O)c2ccc3c(c2)OCO3)s1 | -3 | -6% | -29% | 1.1 | -1% | 16% | -14% | -9 | -2%
O=C(NC(=S)N1CCCCC1)c1cccs1 | -6 | · | -1% | 1.0 | -1% | -12% | -2% | 9 | -8%
O=C(Nc1nccs1)c1ccc(Cl)c([N+](=O)[O-])c1 | -5 | 1% | 1% | -0.5 | 7% | 22% | 2% | -18 | 156%[activator]
CNC(=O)c1c(NC(=O)c2ccc(N3C(=O)CCC3=O)cc2)sc2c1CCCC2 | 3 | 8% | 4% | -1.6 | -3% | -18% | -1% | -15 | 19%
O=C(O)c1ccccc1N=N/C(=N/Nc1cc(S(=O)(=O)O)ccc1O)c1ccccc1 | 6 | 7% | 6% | -0.1 | 8% | -5% | 4% | 28 | 6%
Nc1nsc2ccccc12 | -8 | · | -8% | 1.3 | -3% | -18% | ? | -4 | -15%
CCCCCCCCCCCCCCCC[N+](C)(C)CC | 3 | 0% | -6% | · | -11%&-11% | 9% | -3% | · | ?
Cc1ccc2occ(CC(=O)Nc3c(C)cccc3C)c2c1 | -3 | 2% | 1% | -1.1 | -3% | 5% | 10% | · | -9%
Cc1ncc([N+](=O)[O-])n1CC(=O)Nc1ccc(F)c(Cl)c1 | -2 | -3% | -10% | 1.0 | -2% | -11% | 1% | 8 | 0%
COc1ccc2c(CC(=O)OCC(=O)Nc3ccc(S(N)(=O)=O)cc3)coc2c1 | -5 | -1% | 10% | -0.5 | -1% | 2% | 0% | 3 | -25%

Some entries already given, limited to ERG Ets-DNA blk and Vif-APOBEC3F blk.
| compound | ERG Ets-DNA blk | Vif-APOBEC3F blk |
| --- | --- | --- |
| Cc1sc2ncnc(N3CCC(C(=O)Nc4ccc(Cl)c(Cl)c4)CC3)c2c1C | 7% | -4% |
| COCCN(C(=O)COC(=O)CCOc1ccccc1C)c1c(N)n(Cc2ccccc2)c(=O)[nH]c1=O | -1% | 7% |
| CCOCCCNC(=O)c1cc(=O)n(Cc2cccc(C)c2)c2ccccc12 | -21% | -14% |

Two entries from above, set out differently:
Fields: LDHA inh | ERG Ets-DNA blk | Vif-APOBEC3F blk | D2 ag | Glioma ERSR ind | RGS4 inhibitor | Vif-APOBEC3G blk | D2 antag | ALOX12 inh
CCN(CC)S(=O)(=O)c1ccc(F)c(C(=O)NCCC(C)C)c1
  0 | -2% | -1% | 0.5 | -4% | -5% | 1% | -20 | 15%
CCOC(=O)N/N=C(\C)c1ccc(Oc2ncccn2)cc1
  -2 | -7% | -1% | 0.7 | -3% | -1% | 0% | -8 | -6%

Entries listed so far that contain an NH in an aromatic ring (2):
SMILES | LDHA inh | ERG Ets-DNA blk | Vif-APOBEC3F blk | D2 ag | Glioma ERSR ind | RGS4 inhibitor | Vif-APOBEC3G blk | D2 antag | ALOX12 inh
CC(C)(C)CN1CCN(Cc2c[nH]c3ccccc23)CC1CCO (centres undefined) | 0 | 10% | 9% | · | -6% | -19% | 1% | · | 3%
COCCN(C(=O)COC(=O)CCOc1ccccc1C)c1c(N)n(Cc2ccccc2)c(=O)[nH]c1=O | -5 | -1% | 7% | -0.7 | -3% | -18% | 1% | -11 | -1%

Some of the compounds tested. The share of hits here may be higher or lower than overall.
